Screens from PubChem BioAssay.
dFosB act – activators of delta FosB homodimer, primary screen, biochemical, fluorescence polarization, TAMRA-CDK5 oligo, single point; Protein FosB (Mus musculus), P13346; purified delta FosB; percent of positive-control signal above neutral wells; activation, % at 25 µM; 0.99% of 340,000 active; AID 493131, 2011;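 active means mean activation above about 17%, with every replicate also reaching it, limit read from the data, passing the limit was not always enough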;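 further: fluorescence polarization rise as delta FosB binds a TAMRA Cdk5 AP-1 oligo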
Mot1-301 SUMO – yeast Mot1-301 growth rescue at high temperature, primary screen, SUMOylation pathway inhibitor project, S. cerevisiae, ATP luminescence, 38.5C. S. cerevisiae Mot1-301 growth rescue; percent above DMSO median, 100 means doubled. growth rescue, % at 18.8 µM. 1% of 320,000 active. AID 2716, 2010;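 active means every valid replicate shows activation above 250% relative to neutral control wells; inactive means the rest, any valid replicate at or below 250%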;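 further: OY570 slx delta 5 strain wells were the positive control but not used for scaling; some compounds called inactive have numbers as strong as hits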
PfHsp90 set2 – growth inhibition of PfHsp90-expressing yeast, primary screen, antimalarial PfHsp90 inhibitor project, S. cerevisiae, BacTiter-Glo luminescence, single point, set 2; BacTiter-Glo ATP, 48 h; yeast lacking PDR1 and PDR3 efflux regulators; inhibition, % at 9.4 µM; 0.32% of 310,000 active; AID 504621, 2011;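 active means every replicate shows inhibition above about 80%, whatever the replicate mean, limit read from the data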;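 further: 0% = DMSO neutral controls and 100% = 20 µM radicicol positive controls; yeast relying on Plasmodium falciparum Hsp90 in place of its own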
C-LANA FP – inhibitors of KSHV C-LANA binding to DNA, primary screen, biochemical, fluorescence polarization, FAM-LBS DNA, MBP-C-LANA, single point; inhibition, % at 9 µM; 0.078% of 340,000 active; AID 504423, 2011;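 active means highest replicate inhibition at or above 60% at 9 µM, even if other replicates fall short; inactive means all replicates below 60% inhibition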;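 further: 0% = neutral control wells and 100% = 4 µM acridine orange control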
Keap1-Nrf2 PPI – Keap1-Nrf2 protein-protein interaction inhibitors, primary screen, biochemical, fluorescence polarization, single point; inhibition, % at 9.4 µM; Kelch-like ECH-associated protein 1 (Homo sapiens), Q14145; 0.15% of 340,000 active; Keap1 Kelch-Nrf2 peptide fluorescence polarization, 1536-well; in the data active means inhibition above about 12%;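 further: human Keap1 Kelch domain with fluorescein labeled Nrf2 9mer peptide probe; 0% = neutral control wells and 100% = peptide positive control; higher means more block of Keap1 binding to Nrf2 peptide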
NSD2 HMT inh – NSD2 histone methyltransferase inhibitors, primary screen, biochemical, AlphaScreen, single concentration, set 2; Histone-lysine N-methyltransferase NSD2 (Homo sapiens), O96028; NSD2 peptide methylation, 120 min; inhibition, % at 12.5 µM; 0.54% of 310,000 active; in the data active means inhibition above about 50%
Target sequence (O96028 whole entry, looked up): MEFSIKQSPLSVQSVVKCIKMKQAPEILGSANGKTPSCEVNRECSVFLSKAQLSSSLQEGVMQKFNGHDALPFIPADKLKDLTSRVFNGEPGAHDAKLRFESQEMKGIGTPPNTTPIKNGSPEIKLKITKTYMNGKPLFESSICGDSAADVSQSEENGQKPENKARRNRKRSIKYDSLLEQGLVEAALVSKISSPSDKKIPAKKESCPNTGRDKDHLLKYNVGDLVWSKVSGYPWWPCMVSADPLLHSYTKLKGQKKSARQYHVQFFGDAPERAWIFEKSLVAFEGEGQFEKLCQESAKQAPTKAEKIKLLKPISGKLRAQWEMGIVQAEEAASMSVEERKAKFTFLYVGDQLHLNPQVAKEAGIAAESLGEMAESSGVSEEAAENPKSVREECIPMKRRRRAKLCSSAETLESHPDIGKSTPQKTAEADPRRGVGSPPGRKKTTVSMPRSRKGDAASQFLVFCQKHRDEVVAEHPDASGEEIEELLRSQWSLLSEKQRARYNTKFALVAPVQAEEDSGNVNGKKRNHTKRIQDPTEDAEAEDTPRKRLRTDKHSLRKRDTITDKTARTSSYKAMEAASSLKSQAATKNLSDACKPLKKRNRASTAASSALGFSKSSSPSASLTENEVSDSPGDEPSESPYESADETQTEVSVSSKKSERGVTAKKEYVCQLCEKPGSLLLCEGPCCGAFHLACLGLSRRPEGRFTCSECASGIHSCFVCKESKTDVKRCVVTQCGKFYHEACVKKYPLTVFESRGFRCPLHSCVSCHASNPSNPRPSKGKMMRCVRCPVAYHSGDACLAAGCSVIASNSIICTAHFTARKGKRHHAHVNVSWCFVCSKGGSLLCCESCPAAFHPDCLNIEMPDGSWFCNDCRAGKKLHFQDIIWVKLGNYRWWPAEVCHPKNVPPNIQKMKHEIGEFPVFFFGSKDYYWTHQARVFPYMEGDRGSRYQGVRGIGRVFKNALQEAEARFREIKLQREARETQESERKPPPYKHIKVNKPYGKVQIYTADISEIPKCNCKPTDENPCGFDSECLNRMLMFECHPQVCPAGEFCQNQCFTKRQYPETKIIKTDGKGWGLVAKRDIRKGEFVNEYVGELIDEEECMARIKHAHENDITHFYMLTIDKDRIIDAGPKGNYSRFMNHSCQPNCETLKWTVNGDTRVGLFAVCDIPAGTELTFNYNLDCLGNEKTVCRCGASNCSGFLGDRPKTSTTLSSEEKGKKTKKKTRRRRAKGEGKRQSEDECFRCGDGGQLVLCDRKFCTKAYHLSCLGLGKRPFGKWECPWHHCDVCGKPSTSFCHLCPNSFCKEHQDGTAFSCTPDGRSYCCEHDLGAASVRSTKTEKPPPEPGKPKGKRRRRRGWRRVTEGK
PvdQ inh – P. aeruginosa PvdQ acylase inhibitors, primary screen, biochemical, fluorescence, plate reader and imaging, single point; PvdQ acylase [Pseudomonas aeruginosa LESB58]; purified PvdQ acylase; inhibition, % at 10 µM; 0.063% of 340,000 active; AID 488965, 2010; in the data active means inhibition above about 30%, passing the limit was not always enough;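 further: 0% = vehicle neutral wells and 100% = reference inhibitor wells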
Rtt109 Vps75 – inhibitors of C. albicans Rtt109/Vps75 HAT, primary screen, biochemical, ThioGlo CoA-SH fluorescence, plate reader; purified Rtt109/Vps75, 4 h; inhibition, % at 34.9 µM; 0.16% of 330,000 active; AID 540336, 2011;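 active means inhibition of at least 50% in every replicate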
Cardiac RTF inh – cardiac RTF calcium sensitivity inhibitors, primary screen, biochemical, IANBD-TnC fluorescence, EC70 calcium | Troponin I, cardiac muscle (Homo sapiens) + Troponin T, cardiac muscle (Homo sapiens) + … | IANBD-labeled cardiac RTF, Ca2+ fluorescence | inhibition, % at 7.15 µM | 0.12% of 340,000 active | AID 493244, 2011;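 active means inhibition above the mean inhibition of all tested compounds plus 3 SD, cut at about 17% in these data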;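 further: assay run at fixed EC70 calcium of 1.6 mM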
RTF Ca sens act – cardiac RTF calcium sensitivity activators, primary screen, biochemical, IANBD-TnC fluorescence, EC20 calcium. activation, % at 7.2 µM. IANBD-labeled TnC RTF fluorescence at EC20 calcium; 0% EC20 calcium, 100% full calcium. 0.24% of 340,000 active. AID 493008, 2010. Troponin I, cardiac muscle (Homo sapiens) + Troponin T, cardiac muscle (Homo sapiens) + …;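 active means activation above the mean over all tested compounds plus 3 SD, cut at about 30% in these data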;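 further: rise in fluorescence read as greater calcium sensitivity of cardiac thin filaments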
CDK5 inh – inhibitors of human CDK5/p35 kinase, primary screen, biochemical, single concentration; inhibition, % at 10 µM; 0.01% of 330,000 active; Recombinant CDK5/p35, ADP-Glo luminescence, 60 min;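 active means highest replicate inhibition of at least 50% and at least 75% of replicates reaching 50%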;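 further: plate controls were DMSO neutral control for no effect and GW8510 at 10 µM for full effect; many of its hits are not listed in these tables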
* marks the source's active call; other numbers are inactive results; . = no result given.

(1) CCOc1ccc(S(=O)(=O)NC2CCCC2)cc1
(2) COCCn1c(SCCOc2ccccc2)nc2ccccc2c1=O
(3) COc1ccccc1NC(=O)c1sc2ncn(Cc3ccccc3C)c(=O)c2c1C
(4) Cc1cccnc1NC(=O)Nc1ccc(Cl)cc1
(5) Cc1cc(-c2ccc(C(C)C)c(S(=O)(=O)NCCN3CCC(C)CC3)c2)on1
(6) COc1cc(-c2nc(S(=O)(=O)c3ccccc3)c(N3CCOCC3)o2)cc(OC)c1OC
(7) Cc1cccc(NC(=O)CSCC(=O)Nc2ccccc2N2CCCC2)c1
(8) CCc1cc(C(=O)c2ccccc2)c(N)s1
(9) CC(=O)c1c(C)[nH]c(C(=O)CSc2nnc(-c3ccccc3)o2)c1C
(10) CN(C)S(=O)(=O)c1ccc(C(=O)Nc2nnc(-c3ccc4c(c3)CCCC4)o2)cc1

entry no.	1	2	3	4	5	6	7	8	9	10
dFosB act	-12	-2	-8	1	0	-6	-12	6	0	3
Mot1-301 SUMO	3	-14	-7	-2	2	17	-6	-13	-20	-5
PfHsp90 set2	-25	-1	-3	11	-2	-2	18	1	-8	-19
C-LANA FP	0.7	-1.7	0.0	-0.6	-1.4	-0.4	0.1	0.5	1.3	-0.3
Keap1-Nrf2 PPI	-1	1	0	-4	-3	-2	-5	-6	-4	1
NSD2 HMT inh	6	-12	1	-3	2	0	1	4	-5	.
PvdQ inh	-4	-8	-3	3	-7	1	-11	-14	-11	-18
Rtt109 Vps75	-13	-1	.	9	0	21	13	-5	-7	-8
Cardiac RTF inh	-10	-2	-8	3	5	3	-2	-2	3	-1
RTF Ca sens act	-2	8	9	-1	-1	-1	-3	-1	-1	5
CDK5 inh	-2.3	-0.4	-0.5	-1.0	.	-1.1	-0.2	1.5	-2.1	-1.6

(11) COc1ccc(CNC(=O)C[C@H]2C[C@H](C(=O)N3CCCCC3)[C@@]3(C)c4[nH]c5cc(CCC(=O)N(C)C)ccc5c4CCN3C2=O)cc1OC
(12) O=C(Nc1ccc(Br)cc1)C1CCCN(S(=O)(=O)c2cccnc2)C1 (centres undefined)
(13) O=C(O)CCC(=O)N1N=C(c2cccs2)CC1c1cn(-c2ccccc2)nc1-c1ccccc1 (centres undefined)
(14) COc1ccc(NC(=O)CCNC(=O)c2ccccc2Cl)cc1OC
(15) COc1cccc(/C(O)=C2/C(=O)C(=O)N(CCN3CCOCC3)C2c2cccs2)c1 (centres undefined)
(16) CC1(C)N=C(c2ccc(Cl)cc2)C(=O)N1
(17) Cc1nn(CC(=O)NCc2cccnc2)c(=O)c2ccccc12
(18) CCCNC(=O)c1ccc(Cn2c(=S)[nH]c3c([nH]c4ccc(OC)cc43)c2=O)cc1
(19) O=S(=O)(c1ccc(SCCOc2ccccc2Cl)nc1)N1CCCC1
(20) COC(=O)c1ccccc1NC(=O)c1cccs1

entry no.	11	12	13	14	15	16	17	18	19	20
dFosB act	-7	7	0	0	1	-3	-3	-7	-8	-1
Mot1-301 SUMO	.	10	.	-3	-6	-4	1	7	-4	-14
PfHsp90 set2	-25	-10	3	-23	2	10	-6	-6	.	-6
C-LANA FP	-2.2	0.6	0.1	0.7	-0.2	1.3	0.3	-2.7	1.7	1.6
Keap1-Nrf2 PPI	-4	-5	-6	0	-1	3	-1	-1	-9	-6
NSD2 HMT inh	.	0	3	-1	1	-1	-4	0	-3	-9
PvdQ inh	-6	-5	3	-15	9	-12	-3	-3	-9	-7
Rtt109 Vps75	8	-9	6	-35	12	-23	-3	6	-3	2
Cardiac RTF inh	-3	2	-7	-10	3	-6	-6	10	-3	-8
RTF Ca sens act	-3	-3	-1	-1	0	-10	-4	3	-1	-1
CDK5 inh	-4.8	0.4	1.0	0.7	0.2	0.2	0.0	-1.2	-0.1	-7.6

(21) CC1=C(C(=O)N2CCOCC2)C(c2cccc3ccccc23)NC(=S)N1 (centres undefined)
(22) CC(C)OC(=O)NCCOC(=O)Nc1ccc(Cl)cc1
(23) CCOC(=O)Cn1nc(NC(=O)c2ccc(C(=O)OC)cc2)cc1C
(24) CC(C)n1c(NCc2c[nH]c3ccccc23)nc2ccccc21
(25) COc1cc(S(=O)(=O)N2CCN(c3ccccc3F)CC2)ccc1Cl
(26) CCOc1ccc(NC(=O)CN(C)S(=O)(=O)c2ccc(-c3ccc(=O)[nH]n3)s2)cc1
(27) CCOC(=O)[C@@H]1[C@H]2COc3ccccc3[C@@H]2N2C(=O)N(c3ccccc3)C(=O)[C@@]12C
(28) COCCN(Cc1ccccc1)C(=O)c1cc(S(=O)(=O)N2CCCCCC2)ccc1OC
(29) CN(C)CCCNC(=O)c1cc(C(=O)c2ccccc2)c[nH]1
(30) COc1ccc(C(=O)NC(C)c2ccc(-n3ccnc3)cc2)c(OC)c1 (centres undefined)

entry no.	21	22	23	24	25	26	27	28	29	30
dFosB act	-1	-7	1	-5	-1	-4	-5	-4	3	-8
Mot1-301 SUMO	-23	-7	-15	6	5	1	13	21	-15	263
PfHsp90 set2	13	24	13	0	20	13	-1	.	4	11
C-LANA FP	-0.3	0.7	0.4	-1.4	1.0	0.0	-1.1	-0.5	-0.7	1.0
Keap1-Nrf2 PPI	1	-9	-1	7	-3	-2	0	0	-2	-7
NSD2 HMT inh	-2	2	-1	11	0	1	.	-2	4	3
PvdQ inh	-4	-15	-3	-11	-12	-17	9	-4	2	-13
Rtt109 Vps75	11	-3	0	-8	-7	6	11	6	10	-4
Cardiac RTF inh	-4	-9	-4	6	-6	-1	-78	1	-2	-5
RTF Ca sens act	-6	3	0	0	-4	-4	-4	-5	-1	0
CDK5 inh	0.9	2.8	1.1	-1.8	-0.7	0.3	0.2	-1.9	-1.0	0.8

Another view of part of the listing above:
No. | structure | dFosB act | Mot1-301 SUMO | PfHsp90 set2 | C-LANA FP | Keap1-Nrf2 PPI | NSD2 HMT inh | PvdQ inh | Rtt109 Vps75 | Cardiac RTF inh | RTF Ca sens act | CDK5 inh
26 | CCOc1ccc(NC(=O)CN(C)S(=O)(=O)c2ccc(-c3ccc(=O)[nH]n3)s2)cc1 | -4 | 1 | 13 | 0.0 | -2 | 1 | -17 | 6 | -1 | -4 | 0.3
27 | CCOC(=O)[C@@H]1[C@H]2COc3ccccc3[C@@H]2N2C(=O)N(c3ccccc3)C(=O)[C@@]12C | -5 | 13 | -1 | -1.1 | 0 | . | 9 | 11 | -78 | -4 | 0.2
25 | COc1cc(S(=O)(=O)N2CCN(c3ccccc3F)CC2)ccc1Cl | -1 | 5 | 20 | 1.0 | -3 | 0 | -12 | -7 | -6 | -4 | -0.7
24 | CC(C)n1c(NCc2c[nH]c3ccccc23)nc2ccccc21 | -5 | 6 | 0 | -1.4 | 7 | 11 | -11 | -8 | 6 | 0 | -1.8
21 | CC1=C(C(=O)N2CCOCC2)C(c2cccc3ccccc23)NC(=S)N1 (centres undefined) | -1 | -23 | 13 | -0.3 | 1 | -2 | -4 | 11 | -4 | -6 | 0.9
23 | CCOC(=O)Cn1nc(NC(=O)c2ccc(C(=O)OC)cc2)cc1C | 1 | -15 | 13 | 0.4 | -1 | -1 | -3 | 0 | -4 | 0 | 1.1

(cont.)
(31) COc1ccc(NC(=O)c2cc(-c3ccc(C)c(C)c3O)n[nH]2)cc1Cl
(32) CCSc1nc(N)nc(-c2cccs2)c1C#N
(33) COc1ccc(N[C@@H]2CCN3C(=O)c4ccccc4[C@@H]3C[C@H]2O)cc1
(34) CC(C)C1O/C(=N/C(=O)Nc2ccc(Cl)c(Cl)c2)NC1=O (centres undefined)
(35) CC(C)Oc1ccccc1/C=N/n1nnnc1N
(36) O=C(COC(=O)C1CCCO1)Nc1cccc(C(F)(F)F)c1 (centres undefined)
(37) CC(C)(C)NC(=O)CN(C(=O)C1(C)CC(=O)N=C2C=CC=CN21)C1CCCC1 (centres undefined)
(38) O=C(CN1C(=O)C2C3C=CC(C3)C2C1=O)NCc1ccccc1 (centres undefined)
(39) CCOC(=O)N1CCN(S(=O)(=O)c2ccc3c4c(cccc24)C(=O)N3)CC1
(40) O=C(Sc1n[nH]c(=O)[nH]c1=O)c1ccccc1

entry no.	31	32	33	34	35	36	37	38	39	40
dFosB act	13	-40	4	-4	-8	-14	-9	-6	-1	-2
Mot1-301 SUMO	16	2	.	-29	-6	.	2	-7	2	.
PfHsp90 set2	17	-36	-4	.	2	-15	23	.	13	23
C-LANA FP	-1.8	0.1	-2.0	-8.1	3.7	0.1	3.6	-0.5	-0.7	4.7
Keap1-Nrf2 PPI	0	1	-1	-3	0	-1	-2	1	0	-7
NSD2 HMT inh	-3	-6	.	-1	-2	0	.	0	-5	2
PvdQ inh	-5	-3	-4	4	14	10	-14	-19	-7	-8
Rtt109 Vps75	-3	-10	1	0	12	.	4	10	-50	5
Cardiac RTF inh	7	-3	-6	-3	-14	-9	-5	-9	-7	-17
RTF Ca sens act	-4	-3	-4	-2	-3	-19	1	0	5	2
CDK5 inh	0.6	-0.3	-1.1	0.4	1.0	-0.8	0.1	-1.6	-1.0	1.8
